AHR act – activators of human aryl hydrocarbon receptor; P35869; AHR-responsive luciferase reporter cells, luminescence; activation, % at 5 µM; actives 2.5% (n = 320,000); in the data active means activation above about 47%;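 further: 0% = vehicle wells and 100% = reference agonist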
Target sequence (P35869 whole entry, looked up): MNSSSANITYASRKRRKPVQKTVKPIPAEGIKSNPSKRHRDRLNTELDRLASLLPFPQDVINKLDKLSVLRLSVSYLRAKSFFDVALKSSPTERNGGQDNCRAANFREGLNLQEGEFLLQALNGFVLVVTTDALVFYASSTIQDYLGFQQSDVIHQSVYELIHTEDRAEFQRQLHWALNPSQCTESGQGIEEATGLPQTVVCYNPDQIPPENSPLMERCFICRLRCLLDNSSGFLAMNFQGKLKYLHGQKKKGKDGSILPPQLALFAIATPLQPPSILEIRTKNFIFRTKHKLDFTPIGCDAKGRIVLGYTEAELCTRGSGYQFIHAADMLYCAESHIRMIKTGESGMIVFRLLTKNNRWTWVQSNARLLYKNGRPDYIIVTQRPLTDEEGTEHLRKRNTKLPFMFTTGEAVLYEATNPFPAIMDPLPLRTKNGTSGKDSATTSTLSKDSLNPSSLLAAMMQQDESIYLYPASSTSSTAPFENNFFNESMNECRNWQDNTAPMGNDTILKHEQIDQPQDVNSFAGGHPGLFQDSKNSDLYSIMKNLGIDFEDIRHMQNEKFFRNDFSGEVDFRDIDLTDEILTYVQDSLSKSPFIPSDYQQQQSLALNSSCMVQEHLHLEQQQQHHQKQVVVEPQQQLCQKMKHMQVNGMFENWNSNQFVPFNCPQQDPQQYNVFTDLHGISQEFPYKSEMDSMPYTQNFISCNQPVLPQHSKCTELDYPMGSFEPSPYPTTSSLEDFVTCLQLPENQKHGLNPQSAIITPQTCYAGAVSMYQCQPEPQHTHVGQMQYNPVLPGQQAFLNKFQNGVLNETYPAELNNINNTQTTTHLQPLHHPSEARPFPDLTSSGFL
MEP2 TOR yeast – modulators of TOR pathway MEP2-GFP in S. cerevisiae; GFP response vs DMSO, % at 10 µM; AID 2016; S. cerevisiae MEP2-GFP strain, flow cytometry GFP, 3 h; 100% = DMSO control level; actives 0.51% (n = 330,000);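 active means GFP response versus DMSO above a set limit, roughly screen mean plus 3 SD, cut at about 180% in these data; inconclusive means fewer than 70 cells counted for a yeast strain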;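 further: median GFP fluorescence of the barcode-gated MEP2-GFP cells per well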
Efflux pump inh – antifungal efflux pump inhibition, Nile Red retention; S. cerevisiae Candida pump triplex; inhibition, % at 10 µM; actives 0.44% (n = 330,000); AID 485275;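 active means plate passing quality check with inhibition over a set limit, or well fluorescence over plate mean plus 4 SD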;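 further: Nile Red retained in pooled yeast measured as flow cytometry median fluorescence; 0% = buffer negative control and 100% = Enniatin B positive control; higher means more Nile Red kept so more efflux inhibition; some compounds called inactive have numbers as strong as hits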
AGP1 TOR yeast – modulators of TOR pathway AGP1-GFP in S. cerevisiae; S. cerevisiae AGP1-GFP multiplex flow cytometry, 3 h; GFP as percent of DMSO wells; actives 0.02% (n = 320,000); GFP response vs DMSO, % at 10 µM;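 active means GFP response relative to DMSO above a set limit, near screen average plus 3 SD, cut at about 150% in these data; inconclusive means fewer than 70 cells counted for the yeast strain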;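 further: median GFP channel fluorescence of the gated AGP1 strain per well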
Yeast superoxide – yeast age-related superoxide inhibition as caloric restriction mimetic; actives 0.18% (n = 330,000); superoxide response (% of plate mean), % at 10 µM; S. cerevisiae aged cells, superoxide DHE fluorescence; active compounds read low;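 active means superoxide response under a set limit, about three screen SD below normal, cut at about 65% in these data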;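 further: yeast aged for seven days with compound at 30 °C before DHE staining; 100% = average MFI of all compound-treated wells on the plate with controls excluded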
CIT2 TOR yeast – yeast TOR pathway CIT2-GFP modulation. S. cerevisiae CIT2-GFP strain, flow cytometry, 3 h; 100 means same as DMSO wells. GFP response vs DMSO, % at 10 µM. actives 0.065% (n = 320,000). AID 2029;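 active means GFP response relative to DMSO above a set limit, near the screen mean plus 3 SD, cut at about 150% in these data; inconclusive means Fewer than 70 cells measured for a yeast strain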;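 further: ratio of well median GFP fluorescence to mean of DMSO wells on the plate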
LAP4-GFP MLPCN – yeast TOR pathway LAP4-GFP modulation. S. cerevisiae LAP4-GFP multiplex, flow cytometry GFP, 3 h; median GFP as percent of DMSO wells. GFP response vs DMSO, % at 10 µM. actives 0.34% (n = 320,000);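 active means GFP response vs DMSO above a set limit, about the screen mean plus 3 SD, cut at about 150% in these data; inconclusive means under 70 cell events counted for the yeast strain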
RPL19A TOR yeast – modulators of TOR pathway RPL19A-GFP in S. cerevisiae | percent response vs DMSO, % at 10 µM | actives 0.3% (n = 330,000) | S. cerevisiae RPL19A-GFP strain, flow cytometry, 3 h; active compounds read low;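 active means percent response vs DMSO below 50%; inconclusive means fewer than 70 events counted for the yeast strain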;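 further: median channel GFP fluorescence of the barcoded RPL19A-GFP strain; ratio of sample median GFP to plate DMSO average so 100% = DMSO; lower means less RPL19A-GFP as with rapamycin TOR inhibition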
The depositor's hits bear a star; ? = inconclusive; . = not tested or not shown; [ ] = remark or other dose.

SMILES	AHR act	MEP2 TOR yeast	Efflux pump inh	AGP1 TOR yeast	Yeast superoxide	CIT2 TOR yeast	LAP4-GFP MLPCN	RPL19A TOR yeast
Cc1ccc(C2NC(=O)c3c(sc4c3CCN(C)C4)N2)s1 (configuration not stated)	38	105	-0.2	100	108	99	97	98
CCOC(=O)c1c(N)sc(C(=O)Nc2ccccc2)c1C	6	102	0.0	94	85	94	101	96
COc1ccccc1NC(=O)CN1C(=O)NC(CC(C)C)C1=O (configuration not stated)	2	89	0.3	97	101	94	94	100
COc1ccccc1Oc1cc(-n2nc(C)cc2C)ncn1	6	105	-0.2	101	106	101	96	98
Nc1ccc(Sc2nc3ccccc3[nH]2)cc1	5	80	0.0	81	126	86	80	81
Cc1cc(Cl)ccc1OCC(=O)N1CCCCC1	20	97	0.3	94	101	84	101	96
O=C(O)/C=C/C(=O)N(Cc1ccc2c(c1)OCO2)C1CC(=O)N(CCc2ccccc2)C1=O (configuration not stated)	0	84	0.0	86	120	99	92	97
CC(=O)c1cccc(NC(=S)NCc2ccco2)c1	5	105	0.0	109	118	83	102	109
COc1cccc(NC(=O)Nc2cc(C)on2)c1	7	109	-0.2	97	97	107	89	108
Cc1cc(C)cc(NC(=O)C2CCCC2)c1	6	106	5.1	96	133	97	106	99
Cc1cc(O)c(CN2CCN(S(=O)(=O)c3cccs3)CC2)cc1C(C)C	5	94	0.1	104	101	103	102	94
Clc1ccc2[nH]c3c(NCCCN4CCOCC4)ncnc3c2c1	82*	102	0.4	96	94	81	88	98
Cc1ccc(NC(=O)COC(=O)CN2CSCC2=O)cc1C	2	105	-0.1	99	103	104	99	101
Clc1nc(-c2ccccn2)nc2scc(-c3ccccc3)c12	80*	92	0.1	85	107	88	109	93
CCc1ccc(S(=O)(=O)Nc2c(C)nc3nc[nH]n3c2=O)cc1	-1	99	-0.3	80	92	90	85	94
Cc1nn(-c2ccccc2)c(C)c1C1C(C#N)=C(N)Oc2n[nH]c(C)c21 (configuration not stated)	-1	317*[may fluoresce violet]	-0.1	31[may fluoresce violet]	102	?	113[may fluoresce violet]	43*[may fluoresce violet]
Cc1nc(C)c(C(=O)N/N=C/c2c[nH]c3ccccc23)s1	84*	98	0.0	106	96	93	115	104
C/C(=N\NS(=O)(=O)c1ccc(Br)cc1)c1ccc(-n2ccnc2)cc1	43	86	0.3	98	95	101	93	94
O=S(=O)(Cc1ccccc1Cl)N1CCCCC1	-1	92	-0.1	96	89	98	82	95
Cc1ccc(NC(=O)Nc2ccc3c(c2)nc(C)n3C)cc1C	-7	98	-0.1	96	112	95	92	99
CCOC(=O)c1[nH]c2ccc(OCC)cc2c1NC(=O)CN1CCC2(CC1)OCCO2	22	98	-0.1	99	88	103	95	97
COCc1ccc(CN2CCCC(CO)(Cc3ccccc3)C2)o1 (configuration not stated)	0	107	-0.1	106	111	103	100	98
CCN(CC)CCn1c(=N)n(CC(O)c2ccc(OC)c(OC)c2)c2ccccc21 (configuration not stated)	-1	101	0.0	110	92	112	96	108
Cc1ccc(C(=O)C2CCN(C(=O)c3ccc(C)cc3)CC2)cc1	-3	104	0.1	94	114	91	95	99
Cc1ccnc(SCc2cc(=O)c(OC(=O)c3ccco3)co2)n1	-1	84	0.0	92	97	92	103	101
CCO[C@H]1OC(C(=O)NCc2nc3ccccc3[nH]2)=C[C@@H](c2ccc(Br)cc2)[C@@H]1CCCO	0	98	0.0	94	99	108	129	103
Cc1cc(NC(=O)Nc2cccc(C(F)(F)F)c2)no1	18	97	-0.1	90	89	85	92	90
CCS(=O)(=O)Nc1ccc(C(=O)CC2(O)C(=O)Nc3ccccc32)cc1 (configuration not stated)	2	99	0.0	107	112	106	108	103
CCN1CCN(C(=O)c2cc3c(-c4ccc(Cl)cc4)nn(C)c3s2)CC1	64*	101	0.1	109	105	107	102	103
CC1(c2ccccc2)NC(=O)N(CC(=O)Nc2ccc(N3CCOCC3)cc2)C1=O (configuration not stated)	1	96	0.1	105	100	87	102	100
O=Cc1ccc(N2Cc3ccccc3C2)cc1	2	102	0.1	97	105	97	96	102
COc1ccccc1NC(=O)CSc1nnc(-c2ccoc2C)n1C	-1	100	0.1	102	91	103	96	103
O=C1CC(Cc2ccccc2)C(=O)N1CCCn1ccnc1 (configuration not stated)	-2	100	0.2	96	104	88	92	98
CCOC(=O)C1CCN(C(=O)Cn2cnc3sc(C)c(S(=O)(=O)N4CCC(C)CC4)c3c2=O)CC1	0	95	-0.2	93	88	103	99	98
C#CCNC(=O)C1=C[C@@H](c2ccc(C(F)(F)F)cc2)[C@H](CCCO)[C@@H](OCC)O1	2	94	0.0	97	96	92	91	98
Cc1cc(C)n(-c2nc(C(=O)O)cs2)n1	3	98	-0.4	99	91	98	103	93
Cc1ccc(NC(=O)/C(=C\c2ccccc2)NC(=O)c2ccco2)cc1	6	87	-0.1	111	103	113	99	96
O=C(c1c[nH]c(C(=O)C(Cl)(Cl)Cl)c1)c1ccc(F)cc1F	1	107	0.1	101	115	104	97	102
O=C(CSc1ccccn1)Nc1ccc2[nH]c(=O)[nH]c2c1	0	99	-0.1	100	89	98	105	95
Cc1cc(C)n(-c2nc3ccccc3[nH]c2=O)n1	7	89	0.1	98	89	95	89	96
Cc1cc(C)c2nc(NNC(=O)c3ccc(S(=O)(=O)N4CC(C)CC(C)C4)cc3)sc2c1 (configuration not stated)	33	92	-0.1	104	107	112	107	99
CC(NC(=O)CN1c2cccc3cccc(c23)S1(=O)=O)c1ccc(S(N)(=O)=O)cc1 (configuration not stated)	11	91	0.1	84	105	86	91	84
CCCCn1c(N)c(N(CC(C)C)C(=O)CCNC(=O)c2ccc(Cl)cc2)c(=O)[nH]c1=O	8	107	0.1	112	98	97	108	103
COc1cccc(/C=N/c2sc(Cc3ccccc3)c(C)c2C(N)=O)c1O	18	97	-0.6	98	112	91	95	97
COCCCNC(=S)N/N=C/c1ccccc1O	14	101	0.1	100	94	91	111	96
O=C(Nc1cccc2ccccc12)c1onc2c1CCCC2	3	92	0.0	89	91	93	94	93
Cn1cnc(S(=O)(=O)Nc2ccccc2N2CCOCC2)c1	2	97	0.1	100	106	86	103	98
CN(C(=O)COc1ccc(S(=O)(=O)N2CCOCC2)cc1[N+](=O)[O-])C1CCS(=O)(=O)C1 (configuration not stated)	-1	98	0.0	103	106	91	94	94
CCCCOc1ccc(C(=O)NN2CCN(C)CC2)cc1	-1	108	0.4	108	101	106	104	104
CCN(CC)C(=O)c1ccc(S(=O)(=O)NCc2cccnc2)cc1	1	97	-0.2	95	93	97	93	96
C(=N\Nc1nnnn1-c1ccccc1)/c1ccncc1	1	104	0.1	103	105	106	101	101
CC(C)NS(=O)(=O)c1ccc(NC(=S)NC(=O)c2cccc([N+](=O)[O-])c2)cc1	33	102	-0.8	109	97	100	101	100
CCN(CC)S(=O)(=O)c1cccc(C(=O)Oc2cccc(NC(=O)c3cccs3)c2)c1	1	97	-0.6	94	104	99	90	100
COc1ccc(C(=O)CSc2nccn2C)cc1	19	98	-0.5	93	89	101	95	101
COC(=O)COc1ccc2oc(=O)cc(-c3cc4cccc(OC)c4o3)c2c1	-2	102	0.3	108	116	108	105	108
CCOC(=O)C1CCN(C(=O)c2cccc(S(=O)(=O)N3c4ccccc4CC3C)c2)CC1 (configuration not stated)	6	108	0.0	108	103	111	111	107
CN=C1CC(SC)=C1c1ccc(C)cc1	1	99	-0.1	99	95	83	109	102
CCOC(=O)CC(=O)CSc1ncnc2c1nnn2-c1ccc(OC)cc1	-5	95	0.0	100	85	94	107	104
C/C(Cl)=C\Cn1c(O)c(N=O)c2ccccc21	2	99	0.0	103	109	97	102	102
CN(C(=O)Cn1nnc(-c2ccccc2)n1)C1CCS(=O)(=O)C1 (configuration not stated)	-1	100	0.0	106	95	98	104	99

More records:
SMILES	AHR act	MEP2 TOR yeast	Efflux pump inh	AGP1 TOR yeast	Yeast superoxide	CIT2 TOR yeast	LAP4-GFP MLPCN	RPL19A TOR yeast
CCCCN(C(=O)CSc1nnc(-c2ccccc2OC)n1C)c1c(N)n(Cc2ccccc2)c(=O)[nH]c1=O	2	97	-0.3	96	100	97	93	95
CC1CCCCN1S(=O)(=O)c1ccc(S(=O)(=O)N(CC(=O)Nc2ccccc2)Cc2cccs2)cc1 (configuration not stated)	1	115	-0.1	119	112	130	113	117
CN1CCN(S(=O)(=O)c2cccc(C(=O)NCc3ccccc3Cl)c2)CC1	-2	97	-0.2	101	105	93	100	95
CN1CCN(Cc2nc3ccccc3c(=O)n2Cc2nc(-c3ccc([N+](=O)[O-])cc3)cs2)CC1	0	92	0.4	91	102	81	95	93
Cc1onc(-c2ccccc2)c1C(=O)N/N=C/c1cc(Br)c(Br)o1	-1	101	0.9	95	96	93	94	104
O=S(=O)(Nc1ccccc1F)c1ccc2nsnc2c1	-1	93	-0.1	77	97	66	89	111
COc1cccc(C2C(C(=O)c3ccco3)=C(O)C(=O)N2CCN(C)C)c1OC (configuration not stated)	-1	96	0.2	115	110	84	103	94
CSC1=NCCN1CCOc1ccccc1	-2	101	0.0	104	88	97	104	98
Cc1ccc(C(=O)NCCCNC(=O)c2cccnc2)cc1	2	99	-0.1	102	87	103	88	103
CC1CCN(C(=O)c2ccc(NS(=O)(=O)c3cccc4cccnc34)cc2)CC1	-1	106	0.1	100	106	101	103	100
CCN(CC)S(=O)(=O)c1ccc(C)c(NC(=O)CN2CCN(C)CC2)c1	-2	100	0.1	102	108	99	97	100
Cc1ccc(NC(=S)NCc2ccccc2)cc1[N+](=O)[O-]	-3	91	0.0	98	94	86	94	100
COc1cc2c(cc1OC)C(C)N(C(=O)CCc1c[nH]c3ccccc13)CC2 (configuration not stated)	8	114	-0.1	106	104	110	98	112
O=[N+]([O-])c1ccc(CNc2ccc(Cl)cc2)s1	27	99	0.1	89	99	95	136	104
COc1ccc(-c2nnnn2C(C)C)cc1S(=O)(=O)Nc1ccccc1	-1	98	0.1	113	90	116	109	100
Cc1cccc(OCCNc2cc(N3CCN(C)CC3)ccc2[N+](=O)[O-])c1	13	130	-0.1	102	99	99	109	105
COC(=O)C(C(=O)Nc1cccc(C)n1)C1CCCCCC1 (configuration not stated)	2	83	0.5	89	105	87	.	93
CC(C)c1ccc(N2C(=O)[C@@H]3Cc4ccccc4CN3C2=O)cc1	-4	100	0.4	97	101	.	94	96
CN(C(=O)c1ccc2c(=O)n3c(nc2c1)CCCCC3)c1ccccc1F	-1	99	-0.2	103	108	100	97	95
Cc1ccc(S(=O)(=O)N2CC=C(C(=O)NC3CC3)CC2)cc1	0	95	0.1	101	104	94	104	99
COc1cccc(NC(=O)CSCc2cc(=O)n3ccsc3n2)c1	1	125	-0.1	81	111	97	104	108
O=C(O)c1ccccc1-n1c(-c2ccccc2)cc2c1CCCC2=O	-1	97	0.1	102	97	94	97	98
CCn1c(=O)c(C(=O)Nc2ccccn2)c(O)c2ccccc21	13	100	-0.2	102	92	95	103	96
